# HP1b chromo inh = HTS for Inhibitors of HP1-beta Chromodomain Interactions with Methylated Histone Tails | 390,000 compounds, 0.56% hits | Chromobox protein homolog 1 (Homo sapiens), P83916 | AlphaScreen HP1-beta / biotin-H3K9me3 peptide binding | Potency, µM (doses to about 114 µM), without a hit: top-dose activity change, negative = inhibition, hits mostly inhibitors; note: potency is the fitted concentration of half-maximal effect; nearly all actives have a fitted effect of over 70% in size; inactives centre near 23
# Target sequence (P83916 whole entry, looked up): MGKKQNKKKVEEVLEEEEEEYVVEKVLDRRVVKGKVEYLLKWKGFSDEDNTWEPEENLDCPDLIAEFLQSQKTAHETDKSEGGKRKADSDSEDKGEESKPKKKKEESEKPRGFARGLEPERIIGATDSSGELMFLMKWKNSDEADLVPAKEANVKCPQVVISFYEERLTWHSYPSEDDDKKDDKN
#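 HP1-beta protein (50 nM final) preincubated 30 min at room temperature with biotinylated H3(1-18)K9me3 peptide (50 nM) in PBS pH 7.4, 0.01% Tween-20, then compound added for 30 min. AlphaScreen streptavidin donor/nickel chelate acceptor beads (10 ug/mL final), 30 min dark, luminescence read.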
# TrxR1 substrate = qHTS Assay for Substrates of Mammalian Selenoprotein Thioredoxin Reductase 1 (TrxR1): qHTS. Potency, µM (highest dose often 114 µM), for the others: at the top dose activity change, negative = substrate turnover. 390,000 compounds, 0.01% hits. AID 588456, 2011. purified TrxR1 substrate turnover, NADPH consumption readout; note: potency is the fitted concentration of half-maximal effect; % is set by controls: 0 for no effect and ±100 for the full control effect; nearly all actives have a fitted effect of over 50% in size
#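 Rat TrxR1, dispensed at 90 nM, was prereduced with 400 uM NADPH (final) for 5 min at ~22 deg C, then incubated with compound 15 min before 400 uM selenite. A first-read NADPH fluorescence drop versus no-compound background flagged substrates.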
# Pin1 inh = qHTS Assay to Find Inhibitors of Pin1. Peptidyl-prolyl cis-trans isomerase NIMA-interacting 1 (Homo sapiens), Q13526. Pin1 FP peptide displacement, HiFluor488, 10 min. Potency, µM (titrated, usually from 115 µM), for the others: at the highest dose activity, negative = inhibition, usual class: inhibitors. 390,000 compounds, 0.009% hits. AID 504891, 2011; active = well fitted inhibition curve with a large enough effect in the polarisation, with a control signal flat, not every such curve was filed as active; inconclusive = small, poorly fitted or top-dose-only effect, or effect the other way, or a change in a side signal; inactive = no such curve, though single readings can be large or run the other way; the % refers to the polarisation; note: potency is the fitted concentration of half-maximal effect; % is set by controls: 0 for no effect and ±100 for the full control effect
# Target sequence (Q13526 whole entry, looked up): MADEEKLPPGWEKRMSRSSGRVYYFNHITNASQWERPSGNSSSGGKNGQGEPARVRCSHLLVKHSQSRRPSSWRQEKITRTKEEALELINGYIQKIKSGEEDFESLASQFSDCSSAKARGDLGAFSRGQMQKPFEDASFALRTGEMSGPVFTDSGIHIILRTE
# USP1-UAF1 inh = Inhibitors of USP1/UAF1: Primary Screen | Ubiquitin carboxyl-terminal hydrolase 1 (Homo sapiens), O94782 | recombinant USP1/UAF1, Ub-Rhodamine cleavage fluorescence | Potency, µM (top dose mostly 57.1 µM), without a hit: at the highest dose activity change, negative = inhibition, most hits filed as inhibitors | 390,000 compounds, 0.23% hits; note: potency is the fitted concentration of half-maximal effect; % is set by controls: 0 for no effect and ±100 for the full control effect; nearly all actives have a fitted effect of over 60% in size; inactives centre near -12
#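 USP1/UAF1 complex at 1 nM was preincubated with compound for 15 min at room temperature, then Ub-Rho substrate (150nM final) was added. Fluorescence (480/540 nm) was read kinetically, 6 reads every 60 seconds.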
# GLS inh = qHTS for Inhibitors of Glutaminase (GLS); Glutaminase kidney isoform, mitochondrial (Homo sapiens), O94925; GLS enzymatic activity, qHTS titration; Potency, µM (top dose mostly 45.5 µM), for the others: at the top dose activity change, negative = inhibition, most hits filed as inhibitors; 410,000 compounds, 0.21% hits; AID 624170, 2012; note: potency is the fitted concentration of half-maximal effect; % is set by controls: 0 for no effect and ±100 for the full control effect
# Target sequence (O94925 whole entry, looked up, canonical isoform): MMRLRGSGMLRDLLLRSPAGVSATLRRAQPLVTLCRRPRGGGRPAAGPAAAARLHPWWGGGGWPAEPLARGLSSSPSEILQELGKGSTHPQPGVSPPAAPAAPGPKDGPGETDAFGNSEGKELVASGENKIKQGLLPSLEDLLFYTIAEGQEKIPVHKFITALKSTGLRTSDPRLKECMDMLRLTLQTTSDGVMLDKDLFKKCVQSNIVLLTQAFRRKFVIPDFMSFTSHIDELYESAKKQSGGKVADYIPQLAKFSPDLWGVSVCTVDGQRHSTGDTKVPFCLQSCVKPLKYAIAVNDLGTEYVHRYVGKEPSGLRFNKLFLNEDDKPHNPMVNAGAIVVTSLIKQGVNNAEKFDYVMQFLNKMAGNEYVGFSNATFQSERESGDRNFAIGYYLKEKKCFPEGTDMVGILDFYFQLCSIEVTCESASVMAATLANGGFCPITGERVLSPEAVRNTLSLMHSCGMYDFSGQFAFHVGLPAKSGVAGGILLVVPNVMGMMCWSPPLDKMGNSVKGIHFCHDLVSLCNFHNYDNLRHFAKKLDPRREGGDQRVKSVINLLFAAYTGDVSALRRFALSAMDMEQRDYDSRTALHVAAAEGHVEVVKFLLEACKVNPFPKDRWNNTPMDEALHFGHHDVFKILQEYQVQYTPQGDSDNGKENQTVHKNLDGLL
#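 Assay buffer: 45 mM KH2PO4 pH 8.2, 0.02% Tween-20. hKGA acts on L-glutamine (1 mM solution added); product glutamate is reported by an oxidase/peroxidase Amplex Red coupling, with fluorescence taken at baseline and 30 min.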
# mIDH1 inhibitor = qHTS for Inhibitors of mutant isocitrate dehydrogenase 1 (IDH1): qHTS; IDH1-R132H enzyme, NADPH consumption, diaphorase/resazurin fluorescence; Potency, µM (series often up to 76.6 µM), for the others: top-dose activity change, negative = inhibition, hits mostly inhibitors; 390,000 compounds, 0.093% hits; Isocitrate dehydrogenase [NADP] cytoplasmic (Homo sapiens), O75874; note: potency is the fitted concentration of half-maximal effect; % is set by controls: 0 for no effect and ±100 for the full control effect; nearly all actives have a fitted effect of over 65% in size
#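 IDH1-R132H (0.5 ug/mL) preincubated 30 min with compound, then NADPH (0.016 mM) and alpha-KG (2 mM) added; 80 min at RT, pH 7.5. Remaining NADPH coupled via diaphorase/resazurin to fluorescence (540/590 nm); concentration-response curves normalized to no-enzyme control.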
# rTrxR1 inhibitor = qHTS Assay for Inhibitors of Mammalian Selenoprotein Thioredoxin Reductase 1 (TrxR1): qHTS; recombinant rTrxR1, NADPH fluorescence consumption, selenite substrate; Potency, µM (series often up to 114 µM), inactives show at the highest dose activity change, negative = inhibition, most hits filed as inhibitors; 390,000 compounds, 1% hits; AID 588453, 2011; note: potency is the fitted concentration of half-maximal effect; % is set by controls: 0 for no effect and ±100 for the full control effect; nearly all actives have a fitted effect of over 65% in size
#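 Rat TrxR1 (90 nM in the dispensed reagent) was pre-reduced with 400 uM NADPH for 5 min at room temperature, then incubated with compound for 15 min. After 400 uM selenite was added, NADPH fluorescence (Ex 340/Em 450 nm) was followed for 8 min.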
# PI4K2A block = qHTS for small molecular inhibitors of PI4K2A; Phosphatidylinositol 4-kinase type 2-alpha (Homo sapiens), Q9BTU6; 420,000 compounds, 0.13% hits; purified PI4K2A, ADP-Glo luminescence, 1 h; hits give low values; AID 1346378, 2018; activity change, negative = inhibition, % at 76.9 µM; in the data active = activity change below about -50%; inconclusive = mostly about -30% to -49%;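 note: -100% = wells without enzyme as full effect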
#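 In this quantitative HTS, ADP production by PI4K2A was quantified luminescently after 1 h at ambient temperature; 100 microM adenosine served as plate-quality control.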
# Tb PGK inh = qHTS Assay to Find Inhibitors of Phosphoglycerate Kinase; PGK/GAPDH coupled, Kinase-Glo luminescence, 60 min; Potency, µM (highest dose often 57.5 µM), without a hit: top-dose activity change, negative = inhibition, hits mostly inhibitors; 380,000 compounds, 0.043% hits; AID 602233, 2012; note: potency is the fitted concentration of half-maximal effect; % is set by controls: 0 for no effect and ±100 for the full control effect; nearly all actives have a fitted effect of over 60% in size
#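 Recombinant glycosomal PGK reaction used 1,3-bisphosphoglycerate generated in-well by GAPDH (100nM final) in 100mM TEA pH 7.6, 5mM MgCl2, 0.01% Tween-20. After 60 minutes at room temperature, ATP was read by Kinase-Glo Plus luminescence end-point.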
# * marks the source's active call; other numbers are inactive results; i = inactive; ? = inconclusive; [ ] = another dose, or the depositor's remark. Unless noted, calls come from the whole dose curve; as a rule, active = well fitted curve in the direction sought with a large enough effect; inconclusive = small, poorly fitted or top-dose-only effect, or another doubt; inactive = no such curve, though single readings can be large; an effect the other way counts as inactive or inconclusive. These rows are one share of the data. The share of hits here may be higher or lower than overall.
SMILES,HP1b chromo inh,TrxR1 substrate,Pin1 inh,USP1-UAF1 inh,GLS inh,mIDH1 inhibitor,rTrxR1 inhibitor,PI4K2A block,Tb PGK inh
O=C(NCc1ccc(Cl)cc1)c1ccc2c(c1)NC(=O)C(CS(=O)(=O)Cc1ccc(F)cc1Cl)N2 (configuration not stated),18%,3%,?,?,11%,0%,23%,0,-13%
O=C(Nc1ccc(N2CCOCC2)cc1)c1ccc(Br)o1,27%,-3%[57.1 µM],-10%,-21%,27%,-7%,-3%[57.1 µM],-14,-15%
Cc1cc(C)c(NC(=O)CS(=O)CC(=O)Nc2ccc(-n3cnnn3)c(C)c2)c(C)c1 (configuration not stated),21%,3%[0.457 µM],-2%,1%,?,4%,-6%,3,2%
CCCc1cc(=O)[nH]c(Nc2cc(Cl)cc(Cl)c2)n1,54%[activator],22%,5%,-11%,-24%,2%,-8%,0,-3%
C=CCn1cc(-c2cccc(Cl)c2)cc(C#N)c1=O,51%[activator],98%[activator],-2%,-16%,3%,3%,42%[activator],9,-9%
COc1ccc(Cn2c(=O)sc3ccccc3c2=O)cc1,118%[activator][57 µM],-10%,18%,-18%,1%,-2%,3%,4,i
CSc1ccccc1C(=O)Nc1cc([N+](=O)[O-])ccc1C,15%,0%,-2%,-28%,-6%,-6%,22%,-2,6%
CCCN(Cc1nnc(-c2cccs2)o1)C(=O)CN1C(=O)NC2(CCCCC2C)C1=O (configuration not stated),21%,3%,1%,-21%,3%,-16%,24%,3,-7%
O=C(N/N=C/c1ccoc1)c1cccc([N+](=O)[O-])c1,7%,1%,-3%,-10%,-14%,0%,0%,13,-14%
CC1CCC(NS(=O)(=O)c2ccc3c(c2)CC(=O)N3)CC1 (configuration not stated),28%,12%,0%,-18%,0%,-3%,52%,-1,i
Cc1ccc2nc(SCc3nnc(-c4ccccc4Br)o3)[nH]c2c1,40%[activator],-13%,3%,-10%,11%,7%,-13%,4,-9%
CCOc1cc(/C=C2\CN(CC)C/C(=C\c3ccc(O)c(OCC)c3)C2=O)ccc1O,-20%[57 µM],-13%,4%,-16%,13µM*,2%,?,-19,12%
Cc1nnc(SCc2cccc(Cl)c2)n(N)c1=O,11%,-4%[57.1 µM],4%,-2%,1%,11%,10%[57.1 µM],3,-1%
CCOc1ccc(CNC(=O)CS(=O)(=O)Cc2nc(-c3ccc(OC)cc3)oc2C)cc1,27%,2%[57.1 µM],2%,?,-2%,-3%,5%[57.1 µM],1,5%
Cc1ccc(Cn2nnc3c(=O)[nH]c(C4CCN(C(=O)c5cccs5)CC4)nc32)cc1,32%[activator],-1%[57.1 µM],5%,2%,2%,-2%,-14%[57.1 µM],-1,-2%
Cc1ccc2c(c1)c1c(n2CC(O)CNC2CCCC2)CCCC1 (configuration not stated),?,-1%,-2%,-1%,13%,-8%,-3%,6,4%
CCOC(=O)c1nc(NNC(=O)c2ccc([N+](=O)[O-])cc2)sc1C,-13%,-10%,-9%,-23%,7%,-15%,-9%,-11,-10%
COc1ccccc1N1CCN(C(=O)CSc2nc3ccccc3o2)CC1,13%,4%,5%,-18%,18%,3%,-1%,0,1%
COc1cc(/C=N/NC(=O)Cn2nnc3ccccc32)ccc1O,35%,-3%,-4%,-2%,10%,4%,10%,-1,5%
C[C@@H]1O[C@@H](O[C@H]2[C@H](O[C@H]3C[C@]4(C)C(C[C@@H](O)C5C([C@]6(C)CC[C@@H](C(C)(C)O)O6)CC[C@]54C)[C@@]4(C)CC[C@H](O)C(C)(C)C34)O[C@H](CO)[C@@H](O)[C@@H]2O)[C@H](O)[C@H](O)[C@H]1O (some centres not stated),32%,3%,4%,-14%,2%,6%,31%[activator],2,-5%
CCCS(=O)(=O)N1CCN(Cc2ccccc2C(F)(F)F)CC1,?,-7%,0%,-7%,-8%,1%,3%,0,i
O=C(CCCN1CCC(c2ccccc2)C1)c1ccc2c(c1)OCCO2 (configuration not stated),18%,4%,4%,0%,18%,3%,18%,3,-9%
CCN(CC)c1ccc(C(=S)N2CCN(c3ccccc3)CC2)cc1,?,-6%,-2%,-1%,11%,-2%,1%,-5,5%
Cc1ccc(C)c(S(=O)(=O)N2CCN(C(=O)c3cccn3C)CC2)c1,-14%,-4%,-5%,-4%,6%,0%,1%,0,-1%
O=S(=O)(NCCc1ccccc1)c1cccc(S(=O)(=O)N2CCOCC2)c1,22%,1%,1%,-2%,0%,3%,12%,-2,0%

# The list goes on (3 carried over from the part before).
SMILES,HP1b chromo inh,TrxR1 substrate,Pin1 inh,USP1-UAF1 inh,GLS inh,mIDH1 inhibitor,rTrxR1 inhibitor,PI4K2A block,Tb PGK inh
CCN(CC)c1ccc(C(=S)N2CCN(c3ccccc3)CC2)cc1,?,-6%,-2%,-1%,11%,-2%,1%,-5,5%
Cc1ccc(C)c(S(=O)(=O)N2CCN(C(=O)c3cccn3C)CC2)c1,-14%,-4%,-5%,-4%,6%,0%,1%,0,-1%
O=S(=O)(NCCc1ccccc1)c1cccc(S(=O)(=O)N2CCOCC2)c1,22%,1%,1%,-2%,0%,3%,12%,-2,0%
CN(C)CCN(C(=O)c1ccc2c(c1)CCCC2)c1nc2c(F)cccc2s1,?,0%,-19%,?,1%,7%,?,-6,-5%
CN1/C(=C\C(=O)COC(=O)Cn2nnc(-c3ccccc3)n2)C(C)(C)c2ccccc21,6%,-4%,?,-15%,3%,-3%,-18%,-3,i
O=C(NCc1ccccn1)C(=O)NCC1OCCCN1S(=O)(=O)c1ccc(F)cc1 (configuration not stated),30%,-4%,-14%,-16%,3%,0%,5%,-2,13%
CC(CNC(=O)c1cnn(-c2ccc(F)cc2)c1-n1cccc1)c1ccccc1 (configuration not stated),42%[activator],-9%,?,-10%,-3%,1%,-4%,-1,0%
COc1cc(C(=O)NC(=S)Nc2ccc3c(c2)OCO3)cc(OC)c1OC,-2%,6%[57.1 µM],4%,4%,-1%,14%,-46%,-5,i
O=C(OCCCOC(=O)c1ccc([N+](=O)[O-])o1)c1ccc([N+](=O)[O-])o1,3%,-5%,0%,-18%,4%,-1%,-22%,-5,-11%
Cc1ccc(/C=N/NC(=O)Cn2nc(C)c([N+](=O)[O-])c2C)o1,31%,-12%[57.1 µM],-8%,-6%,-20%,11%,19%[57.1 µM],-5,-5%
O=C(N/N=C/c1cccc(OC2CSC2)c1)c1ccccc1O,13%,5%[57.1 µM],30%[activator],7%,8%,-1%,15%[57.1 µM],5,-12%
Cc1ccc(OCCN2CCCC2)cc1,?,-4%,-1%,-8%,-1%,-3%,5%,-1,-5%
O=C(c1ccccc1)N1CCN(C(=O)c2ccccc2)C1c1ccccc1,30%,5%[57.1 µM],-1%,-11%,6%,1%,9%[57.1 µM],6,-4%
Nc1cnc(-c2ccccc2)nc1Cl,35%,9%[57.1 µM],-2%,-15%,0%,3%,5%[57.1 µM],-3,2%
Cc1cc2cc(C(c3nnnn3Cc3ccco3)N3CCc4ccccc43)c(=O)[nH]c2cc1C (configuration not stated),-19%,10%[57.1 µM],0%,-13%,14%,-5%,?,-17,6%
Nc1ncnc2c1ncn2CCc1ccccc1,6%,2%,-4%,-13%,3%,2%,8%,-23,-6%
O=C(Nc1ccccc1Cl)c1ccccc1Oc1ccc(C(F)(F)F)cc1[N+](=O)[O-],?,-12%[57.1 µM],?,?,-7%,1%,8%[57.1 µM],-6,i
CCCCN(CC)S(=O)(=O)N1CCC(C(=O)NCc2ccc(F)cc2)CC1,16%,14%,6%,0%,0%,3%,27%[57.1 µM],3,3%
Cc1ccc(C)c(N(CC(=O)NC(C)C)C(=O)CCC(=O)Nc2ccccn2)c1,17%,11%[57.1 µM],1%,-19%,4%,-3%,19%[57.1 µM],-17,-4%
Cc1ccccc1N(C(=O)CNC(=O)c1ccco1)C(C(=O)NC1CCCCC1)c1ccncc1 (configuration not stated),22%,5%[57.1 µM],5%,-10%,0%,-6%,7%[57.1 µM],1,2%
O=C(Nc1ccn(Cc2ccccc2)n1)c1ccc(F)cc1,47%[activator],-5%,13%,-19%,-6%,17%,-4%,-3,0%
Cc1ccc(NC(=O)NC(=O)CSc2nnc(-c3ccc(Cl)cc3Cl)n2N)c(C)c1,33%,-7%,2%,-18%,-15%,2%,-5%,-4,i
COc1ccccc1Oc1nc2c(C)cccn2c(=O)c1/C=C(\C#N)c1nc2ccccc2[nH]1,20%,4%,?,?,20%,-10%,17%,-2,-8%
COC(=O)c1sc(S(=O)(=O)Nc2ccc3cn[nH]c3c2)c(C(=O)OC)c1C,34%,-1%,?,-18%,-3%,4%,0%,4,-6%
